Screening data (PubChem BioAssay)
BRCA1 expr up: activators of BRCA1 expression; MCF7-BRCA1-FFLuc reporter, luminescence, 48 h; response scale: scaled: vehicle 0%, 10 µM genistein 100%; Potency, µM (doses to about 46.1 µM), for inactives: at the top dose activation, actives largely listed as activators; 380,000 tested, 1.1% active; AID 624202; further: nearly all actives have a fitted effect of over 80% in size; some results filed as inactive show a strong effect at the top dose
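Luminescence from a BRCA1-driven firefly luciferase in MCF7 cells was read after 48 h compound exposure at 37 C. Data normalized against DMSO and a 10microM genistein activation control, then curve-fitted across the titration.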
p53 reactivation: re-activators of mutant p53. H1299 p53-A138V BP100-luciferase reporter, luminescence, 24 h. Potency, µM (series often up to 92.2 µM), for the others: at the top dose activity change, positive = activation, usual class: activators. 320,000 tested, 0.063% active. AID 504706; further: % of control where 0% means no effect; nearly all actives have a fitted effect of over 45% in size
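p53-null H1299 cells stably carrying temperature-sensitive p53-A138V and a BP100-luciferase reporter were pinned with compounds (4-point, 1:5 series) and held 24 hrs at 37 deg C. Luminescence was read 10 min after detection reagent.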
ELG1 genotox: genotoxicity induction in ELG1-luciferase HEK293T cells. 330,000 tested, 1.3% active. AID 504466. HEK293T ELG1-luciferase reporter, luminescence, 16 h. Potency, µM (highest dose often 46 µM), for inactives: at the top dose activity change, positive = activation, usual class: activators; further: % of control where 0% means no effect; nearly all actives have a fitted effect of over 60% in size
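DMSO vehicle served as control against compound-treated ELG1-luciferase HEK293T cells; exposure lasted 16 hr at 37 °C and 5% CO2, followed by ONE-Glo luminescence detection after 30 min.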
RORgamma inh: ROR gamma (mouse) transcription inhibition. Potency, µM (highest dose often 53.6 µM), inactives show top-dose activity change, negative = inhibition, actives largely listed as inhibitors. 310,000 tested, 5.4% active. P51450. Drosophila S2 Gal4-RORgamma UAS-luciferase reporter, 20 h; further: on the % scale 0 is the no-effect control and ±100 the full control effect; nearly all actives have a fitted effect of over 60% in size
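Stably transfected Drosophila Schneider cells are the test system, with ROR gamma fused to Gal4 and luciferase under UAS control; luminescence is read after 20 hr of 700 uM copper sulfate induction at ambient temperature.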
MBNL1-CUG inh: inhibitors of human MBNL1 binding to CUG repeat RNA. Q9NR56. TR-FRET MBNL1-His/biotin-(CUG)12 binding, 665/545 ratio. Potency, µM (doses to about 57.5 µM), without a hit: at the top dose activity change, negative = inhibition, most hits filed as inhibitors. 280,000 tested, 0.036% active; active means well fitted inhibition curve with a large enough effect in the signal ratio, with a control signal flat, not every such curve was filed as active; inconclusive means small, poorly fitted or top-dose-only effect, or effect the other way, or a change in a side signal; inactive means no such curve, though single readings can be large or run the other way; the % refers to the signal ratio; further: on the % scale 0 is the no-effect control and ±100 the full control effect
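His-tagged MBNL1 binding to biotinylated (CUG)12 RNA was measured by TR-FRET using terbium anti-His antibody (0.055 ng/ul final) and streptavidin-XL665 (5 nM final). Compounds were titrated 92 nM to 58 uM; 60 min at room temperature.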
uPA surface inh: inhibitors of cell surface uPA generation; 330,000 tested, 0.31% active; AID 540303; cell surface uPA generation assay, qHTS; Potency, µM (titrated, usually from 38.3 µM), for the others: top-dose activity change, negative = inhibition, most hits filed as inhibitors; active means well fitted inhibition curve with a large enough effect; inconclusive means small, poorly fitted or top-dose-only effect; inactive means no such curve, though single readings can be large or run the other way; tested in mouse RAW 264.7 cells; further: on the % scale 0 is the no-effect control and ±100 the full control effect; nearly all actives have a fitted effect of over 55% in size
VP16 counter: inhibits Gal4-VP16 luciferase reporter, ROR gamma counter-screen | Drosophila S2 Gal4-VP16 UAS-luciferase, luminescence, 20 h | Potency, µM (doses to about 53.6 µM), inactives show top-dose activity, negative = inhibition, usual class: inhibitors | 310,000 tested, 3.5% active | AID 2546;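 further: Gal4-VP16 expression switched on by copper sulfate through the metallothionein promoter; on the % scale 0 is the no-effect control and ±100 the full control effect; nearly all actives have a fitted effect of over 50% in size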
NPC1 prom act: activates the NPC1 promoter | 320,000 tested, 2.4% active | Huh7 NPC1 promoter luciferase reporter, 24 h | Potency, µM (doses to about 9.22 µM), for the others: at the top dose activation, usual class: activators;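 further: % of control where 0% means no effect; nearly all actives have a fitted effect of over 60% in size; reporter is driven by a mutant NPC1 promoter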
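Quantitative HTS used a cell-based reporter: Huh7 cells stably bearing the NPC1 promoter upstream of luciferase were treated with compounds for 24 h, and promoter activation was read as luminescence.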
MLL CXXC-DNA inh: inhibitors of human MLL CXXC domain-DNA interaction; Q03164; MLL-CXXC / FITC-HOXA9 DNA fluorescence polarization; Potency, µM (highest dose often 115 µM), for the others: at the top dose activity change, negative = inhibition, usual class: inhibitors; 290,000 tested, 0.037% active; AID 2662; active means well fitted inhibition curve with a large enough effect in the polarisation, with a control signal flat, not every such curve was filed as active; inconclusive means small, poorly fitted or top-dose-only effect, or effect the other way, or a change in a side signal; inactive means no such curve, though single readings can be large or run the other way; the % refers to the polarisation
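Fluorescence polarization: 7 uM MLL-CXXC (stock) preincubated 5 min with compounds, then 50 nM fluorescein-HOX-A9 DNA (stock) added; 30 min ambient. Buffer 50 mM Tris-HCl pH 7.5, 50 mM NaCl, 1 mM DTT, 0.05% BSA.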
Rab9 prom act: Rab9 promoter activation; Huh7 Rab9 promoter-luciferase reporter, luminescence, 24 h; Potency, µM (highest dose often 9.22 µM), for inactives: at the highest dose activation, negative = inhibition, most hits filed as activators; 320,000 tested, 2.8% active; further: % of control where 0% means no effect; nearly all actives have a fitted effect of over 60% in size
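Huh7 cells stably carrying a Rab9 promoter-luciferase reporter, 1500 cells per well in OP-MEM I with 10% FBS, treated with compound 24 hours at 37C. Luciferase activity read by luminescence after 10 minutes with Amplite reagent.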
FLuc counter: inhibits or activates purified firefly luciferase, miR-21 counter-screen | P08659 | purified FLuc, Km substrates, luminescence inhibition | Potency, µM (doses to about 57.5 µM), for the others: top-dose activity change, negative = inhibition, usual class: inhibitors | 360,000 tested, 6.9% active | AID 588342;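 further: plate controls were vehicle for no effect and reference inhibitor for full effect; nearly all actives have a fitted effect of over 55% in size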
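Biochemical qHTS of compounds, final roughly 60 µM downward over six points, against 10 nM purified firefly luciferase using Km concentrations of substrates (10 uM D-luciferin, 10 uM ATP) in Tris acetate pH 7.5 buffer; luminescence output.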
* marks the source's active call; other numbers are inactive results; u = inconclusive; x = no result given. Unless noted, the call rests on the fitted dose curve; in most records, active means well fitted curve in the direction sought with a large enough effect; inconclusive means small, poorly fitted or top-dose-only effect, or another doubt; inactive means no such curve, though single readings can be large; an effect the other way counts as inactive or inconclusive. Potency means the concentration at half of the fitted maximal effect.

Compound	NPC1 prom act	FLuc counter	VP16 counter	BRCA1 expr up	RORgamma inh	uPA surface inh	MBNL1-CUG inh	ELG1 genotox	Rab9 prom act	MLL CXXC-DNA inh	p53 reactivation
Cc1ccc(S(=O)(=O)N2CCOCC2)cc1NC(=O)COC(=O)C1=COCCO1	-3%	-1%	x	-8%	x	-2%	x	0%	1%	x	6%
Cc1csc(=O)n1CC(=O)OCC(=O)Nc1cc([N+](=O)[O-])ccc1Cl	7%	-2%	x	4%	x	-6%	x	1%	-7%	x	16%
COc1ccc(OCCOc2ccccc2[N+](=O)[O-])cc1	u	17µM*	-4%	u	10%	-3%	x	u	u	u	u
CCNc1nc(NCC)n2c(SCC(=O)O)nnc2n1	2%	-1%	0%	0%	-3%	3%	2%	-2%	-3%	13%	-1%
O=c1cc(CN2CC(O)Cc3ccc4ccccc4c32)nc2sccn12 (stereo not given)	3%	4%	13%	-43%	-1%	-1%	7%	-6%	1%	0%	-7%
Cc1cc2nc(-c3ccc[nH]c3=O)n(Cc3ccc(F)cc3)c2cc1C	-1%	-16%	-11%	-12%	9%	-1%	5%	-1%	-3%	u	1%
Cc1cc(S(=O)(=O)N2CC(=O)N(CCc3ccccc3)C(=O)C2)ccc1F	2%	-4%	-8%	-14%	15%	4%	0%	1%	0%	-3%	5%
CCOC(=O)C1CCCN(C(=O)COc2ccccc2F)C1 (stereo not given)	-2%	1%	-9%	10%	-22%	1%	-2%	2%	-3%	-8%	16%
COc1ccc(C(=O)N/C(=C\c2ccc3c(c2)OCO3)C(=O)Nc2ccc(C(=O)O)cc2)cc1	0%	1%	3%	1%	-2%	-2%	14%	3%	0%	-1%	-1%
Cc1ccc(S(=O)(=O)N(C)C)cc1NC(=O)COC(=O)CCC1CCCCC1	-1%	-5%	x	-1%	x	0%	x	3%	-4%	x	-6%
Cc1c(C(=O)N2CCC(C)CC2)cccc1[N+](=O)[O-]	-4%	-1%	8%	-23%	8%	-3%	8%	0%	-2%	10%	2%
CC(C)c1ccc(/C=C/C(=O)N2CCc3ccccc3C2)cc1	-3%	u	u	53%	u	-3%	u	u	-1%	-7%	8%
O=C(OCn1nnc2ccccc2c1=O)c1ccc(N2CCOCC2)c([N+](=O)[O-])c1	1%	-7%	u	15%	u	-1%	u	-5%	0%	-2%	-3%
CCCNc1c(NS(=O)(=O)c2ccc(C)c(C)c2)c(=O)oc2ccccc12	-7%	3%	0%	-11%	-8%	6%	-3%	0%	-3%	0%	-1%
Clc1ccc(OCc2nc(-c3ccccn3)no2)c(Br)c1	0.35µM*	0.21µM*	u	64%	u	3.5µM*	4%	0.82µM*	0.45µM*	-4%	x
COC(=O)CN(c1cccc(F)c1)S(C)(=O)=O	0%	1%	9%	-14%	-4%	2%	0%	0%	12%	1%	0%
COc1ccc(-c2nc(CSCC(=O)NCc3ccco3)c(C)o2)cc1	1%	17µM*	u	-63%	u	x	0%	-2%	-7%	-3%	-2%
CCOC(=O)C1=C(CS(=O)(=O)c2ccccc2)NC(=O)NC1c1ccccc1OCC (stereo not given)	-2%	7%	6%	-6%	2%	19%	-2%	-8%	-13%	23%	0%
Cc1ccc(NC(=O)N2CCC(O)(c3cccnc3)CC2)cc1	6%	-14%	14%	18%	15%	2%	-3%	8%	7%	0%	10%
O=c1[nH]n2c(=O)c3c([nH]c2c1N=Nc1cccc(C(F)(F)F)c1)CCCC3	0%	0%	u	-9%	-24%	1%	u	-2%	2%	-12%	-13%
CC(NC(=O)C1CCN(S(=O)(=O)c2ccc3c(c2)NC(=O)CO3)CC1)c1ccccc1 (stereo not given)	-1%	1%	3%	14%	-1%	1%	5%	-2%	-1%	-6%	2%
O=C(CSc1ncn[nH]1)Nc1ccc(OCc2ccccc2)cc1	29%	17µM*	10%	89%	u	2%	-6%	u	u	-2%	-1%
CCOc1ccc2nc(N3CCCC(C(=O)N4CCN(CC)CC4)C3)sc2c1 (stereo not given)	u	21µM*	-13%	-9%	29%	u	-4%	13%	u	-13%	u
O=C(O)c1ccccc1C(=O)NC1CCCCNC1=O (stereo not given)	12%	-2%	-8%	-17%	3%	2%	5%	1%	-4%	-8%	-2%
CCOc1cc2c(cc1/C=C/C(=O)O)OC(C)C2 (stereo not given)	1%	-2%	9%	-2%	-15%	-6%	8%	3%	-6%	0%	0%
O=C(NCc1ccccc1Cl)C1CCC(=O)N(C2CCCC2)C1 (stereo not given)	1%	-2%	1%	0%	-4%	-5%	2%	4%	-4%	16%	5%
O=C(CN1CCN(Cc2ccccc2)CC1)Nc1cccc(Cl)c1	-2%	0%	0%	-5%	-31%	4%	-3%	0%	-1%	-7%	13%
Cc1nn(Cc2ccccc2)c(Cl)c1C(=O)OCC(=O)NC(=O)NC12CC3CC(CC(C3)C1)C2	-4%	-2%	-7%	-38%	4%	-3%	2%	-2%	-5%	4%	1%
Cc1sc2nc(COC(=O)c3c(F)cccc3F)[nH]c(=O)c2c1C	-7%	u	23%	0%	13µM*	0%	-5%	2%	0%	4%	10%
CC1(C)C(=O)OC(c2cccs2)C(C)(C)C1=O (stereo not given)	-1%	2%	-4%	0%	-15%	-3%	-8%	1%	11%	1%	0%
O=C(NC(=S)Nn1cnc2c(cnn2-c2ccccc2)c1=O)c1ccc(Cl)cc1	-1%	-13%	3%	1%	-24%	2%	-6%	2%	-3%	u	5%
CC1CC(C)CN(CCCNC(=O)c2ccc3c(SCC(=O)O)c4c(nc3c2)CCC4)C1 (stereo not given)	0%	-1%	-3%	6%	-1%	19%	u	2%	2%	-15%	-2%
Cc1[nH]c2ccccc2c1C(=O)COC(=O)C1CC(=O)N(Cc2ccco2)C1 (stereo not given)	-1%	0%	1%	-6%	3%	-1%	-1%	-2%	-8%	9%	-3%
Cn1c(SCC(=O)c2ccccc2)nnc1-c1cccs1	3.2µM*	12µM*	-5%	10µM*	10%	-16%	-3%	u	2.8µM*	15%	20%
CCCSCCCNC(=O)c1ccc(C)c(NC(=O)C2=C(C)OCCS2)c1	-9%	-2%	-9%	-12%	-13%	8%	-2%	-3%	-3%	-6%	2%
CCC(NC(=O)c1cc(COc2ccc(C)nc2)on1)c1ccc(C)cc1 (stereo not given)	8%	-4%	-6%	-27%	-19%	-23%	-1%	-9%	-13%	8%	0%
CC(C)(C)c1ccc(-n2ncc3c2CCCC3NC(=O)c2csnn2)cc1 (stereo not given)	-7%	-5%	u	-20%	65%	-9%	4%	-4%	-5%	3%	-13%
O=C(O)c1ccc(NCc2ccncc2)cc1	2%	0%	0%	2%	-1%	x	-3%	-2%	-2%	6%	-6%
COc1ccc(NC(=O)CN(C)C(=O)c2oc3c(ccc4ccccc43)c2C)cc1	-3%	-1%	x	-41%	x	-16%	x	0%	-1%	x	-3%
CCN(c1ccccc1)S(=O)(=O)c1nnc(NC(=O)CC(C)C)s1	-2%	2%	-5%	-1%	1%	2%	-10%	-1%	-3%	u	10%
CN(CC1COc2ccccc2O1)C(=O)CSc1ncnc2sccc12 (stereo not given)	-1%	-17%	x	-16%	x	-13%	x	-1%	-8%	x	6%
S=C(NCCCn1ccnc1)Nc1cccc(Cl)c1	3%	0%	3%	-23%	0%	-5%	-4%	-4%	3%	-5%	-2%
CCc1ccccc1NC(=O)CSc1nc2n[nH]c(C)c2c(=N)n1-c1ccc(OC)cc1	-5%	4%	u	-43%	u	-7%	0%	-1%	0%	-4%	-8%
CCOc1cc(C#N)c(NC(=O)c2ccco2)cc1OCC	-26%	0%	5%	-70%	11%	-20%	-14%	-6%	-5%	-3%	1%
Cc1ccc(NC(=O)COC(=O)Cc2cccs2)cc1S(=O)(=O)N1CCOCC1	1%	0%	5%	18%	9%	4%	-2%	5%	6%	20%	6%

Not all compounds are listed. The share of hits here may be higher or lower than overall.
